From PubChem
KLK5 inh – inhibitors of human kallikrein 5; actives 0.59% (n = 210,000); inhibition, % at 5 µM; AID 873; recombinant hK5, fluorogenic AMC substrate cleavage; Q9Y337;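 active = inhibition of 40% or more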;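 note: 0% = enzyme controls without compound and 100% = no-enzyme blanks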
Target sequence (Q9Y337 67-293 limits assumed): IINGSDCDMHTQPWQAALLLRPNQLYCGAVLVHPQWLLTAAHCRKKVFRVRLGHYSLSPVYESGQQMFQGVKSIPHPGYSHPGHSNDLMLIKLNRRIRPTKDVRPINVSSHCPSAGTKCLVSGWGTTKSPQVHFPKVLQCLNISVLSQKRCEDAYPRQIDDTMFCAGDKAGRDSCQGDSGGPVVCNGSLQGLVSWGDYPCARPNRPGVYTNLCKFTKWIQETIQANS
FXIa inh – inhibitors of human coagulation factor XIa. P03951. purified FXIa, Boc-Glu-Ala-Arg-AMC fluorogenic substrate. inhibition, % at 5 µM. actives 0.14% (n = 220,000);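 active = inhibition of at least 40%; inactive = inhibition below 40%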;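 note: fluorescence of freed AMC excited at 355 nm; 0% = enzyme without compound and 100% = no enzyme blank; many of its hits are not listed in these tables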
thrombin 1536 – thrombin (human) inhibition. alpha-thrombin, Boc-VPR-AMC fluorogenic substrate cleavage. actives 0.26% (n = 220,000). inhibition, % at 5 µM;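 active = inhibition at or above 40%; inactive = inhibition below 40%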;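 note: 0% = enzyme with no compound and 100% = wells without enzyme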
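Assay system: human alpha-thrombin enzyme. Reagent: Boc-VPR-AMC substrate, 15 µM final. Compound dosing: one concentration per compound, 5 µM, with 0.2% DMSO. Incubation: room-temperature reaction. Technique: AMC fluorescence, 355/460 nm. Measure: % inhibition relative to enzyme controls and enzyme-free blanks.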
KCC2 mod – KCC2 (human) Cl- transport modulation; Q9H2X9; KCC2 cells, thallium flux FluoZin-2 fluorescence; B-score of Tl+ flux slope (higher = more flux/activation; lower = inhibition) at 10 µM; actives 2.2% (n = 190,000);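 active = thallium flux slope and its plate-corrected score both differing from the plate sample mean at a set confidence after two filtering rounds, in either direction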;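 note: slope of fluorescence scaled to starting intensity during 10 to 20 s after thallium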
TNF death inh – blocks TNF-alpha induced death of Jurkat FADD-/- cells; Jurkat FADD-/- TNF necroptosis rescue, ATP luminescence, 24 h; 0 = TNF only, 100 = no-TNF cells; actives 0.068% (n = 220,000); activation (protection from cell death), % at 10 µM;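 active = activation, meaning protection from cell death, of at least 50% relative to plate controls; inactive = activation below 50%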;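 note: necroptosis triggered by 40 ng/mL TNF-alpha added together with compound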
Rad51 HR inh – Rad51 (human) homologous recombination inhibition; Q06609; hRad51 DNA strand exchange, fluorescence dequenching; inhibition, % at 10 µM; actives 0.085% (n = 200,000); AID 1385;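 active = inhibition above 40% at the single screening dose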;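 note: 0% = DMSO control wells and 100% = blanks with heterologous ssDNA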
Target sequence (Q06609 whole entry, looked up): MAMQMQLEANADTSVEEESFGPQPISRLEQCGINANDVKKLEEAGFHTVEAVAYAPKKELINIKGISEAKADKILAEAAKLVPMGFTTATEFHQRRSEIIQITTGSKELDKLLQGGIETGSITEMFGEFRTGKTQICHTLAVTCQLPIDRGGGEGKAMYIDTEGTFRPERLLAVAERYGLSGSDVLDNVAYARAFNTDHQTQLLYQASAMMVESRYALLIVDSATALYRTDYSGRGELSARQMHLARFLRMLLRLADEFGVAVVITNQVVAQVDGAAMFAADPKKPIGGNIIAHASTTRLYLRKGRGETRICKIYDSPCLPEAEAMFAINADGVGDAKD
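material = hRad51 filaments on single-stranded DNA | reagent = Donor/quencher-labelled 47-bp dsDNA substrate | compound = 10 µM final, single point | schedule = strand-exchange reaction 15 min at room temperature | measured by = fluorescein emission 520 nm, excitation 485 nm | read-out basis = % inhibition versus plate control and blank means | benchmarks = plate controls and plate blanks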
FXIIa inh – inhibitors of human coagulation factor XIIa | P00748 | purified FXIIa, Boc-QGR-AMC fluorogenic substrate, 2 h | AID 800 | actives 0.3% (n = 220,000) | inhibition, % at 5 µM; in the data active = inhibition above about 40%;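 note: 0% = enzyme with no compound and 100% = blank without enzyme; many of its hits are not listed in these tables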
Hck Nef HTS – inhibitors of human Hck kinase activated by Nef. P08631. Recombinant Hck-YEEI plus Nef, Z-Lyte FRET kinase assay. inhibition, % at 20 µM. actives 0.68% (n = 220,000);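 active = Hck-Nef kinase inhibition above about 50%, limit read from the data; inactive = inhibition below that limit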;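 note: 0% = DMSO with Hck plus Nef and 100% = Hck alone without Nef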
zVAD death inh – blocks zVAD induced death of L929 cells | actives 0.38% (n = 220,000) | AID 1377 | viability rescue, % at 10 µM | L929 zVAD necroptosis rescue, ATP luminescence, 24 h; with zVAD 60 µM;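 active = activation, scaled between plate controls, above about 75%, limit read from the data; inactive = activation under that limit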;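 note: 0% = zVAD with DMSO and 100% = DMSO alone without zVAD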
* = called active by the depositor; i = inactive; . = not tested or not shown.

SMILES,KLK5 inh,FXIa inh,thrombin 1536,KCC2 mod,TNF death inh,Rad51 HR inh,FXIIa inh,Hck Nef HTS,zVAD death inh
Cc1ccc(C(C[N+](=O)[O-])c2c(N)n(C)c(=O)n(C)c2=O)cc1 (stereo unspecified),-1,-1,-2,1,-0.9,15,5,19,-1.3
Fc1cccc(C2NN=C(c3ccccc3)S2)c1 (stereo unspecified),32,18,6,26*,-0.9,-3,20,0,-0.1
CN(C)S(=O)(=O)N1CCC(Oc2ccc(C(=O)NCc3cnn(C)c3)cc2)CC1,2,-6,5,0.55,0.9,-5,-3,7,9.6
C/C(CC(=O)NCc1ccc(F)cc1)=N\NC(N)=S,0,2,-12,-0.72,-0.5,1,3,-3,0.0
CCOC(=O)N1CCC(N2C(=O)c3ccccc3C2Nc2ccc(S(=O)(=O)N3CCCCC3)cc2)CC1 (stereo unspecified),-8,-3,-3,-1.5,-0.4,2,2,-11,-0.4
Cc1cc(C(=O)COc2ccccc2C(N)=O)c(C)n1C1CC1,4,0,3,-0.6,-0.4,14,9,22,2.3
O=C(CCC(=O)c1cccs1)Nc1ccc(F)c(F)c1F,-1,-4,2,.,15,1,13,3,0.4
CCN(CC)CC(=O)Nc1cccc(S(=O)(=O)N2CCCC2)c1,-1,0,-4,0.76,0.8,.,3,23,-0.1
Cc1ccc(CSC2=Nc3ccccc3C3=NC(CCC(=O)NCc4ccco4)C(=O)N23)cc1 (stereo unspecified),3,-7,-4,-2.3,2.8,3,6,-1,-1.1
N#CCCN1CCN(C(CNS(=O)(=O)c2ccc(Cl)cc2)c2ccccc2)CC1 (stereo unspecified),-18,-9,-5,.,1.5,8,9,1,-0.6
O=C(Nc1ccccc1)c1c(F)cccc1F,-7,-6,-3,-0.054,-0.2,-6,1,5,-0.2
COc1ccc2nc(NC(=O)C3CCCN3S(=O)(=O)c3ccc(C)cc3)sc2c1 (stereo unspecified),-13,4,1,-1.7,-2.5,-4,20,3,0.6

Record cards (already shown):
C/C(CC(=O)NCc1ccc(F)cc1)=N\NC(N)=S across the screens: KLK5 inh: 0; FXIa inh: 2; thrombin 1536: -12; KCC2 mod: -0.72; TNF death inh: -0.5; Rad51 HR inh: 1; FXIIa inh: 3; Hck Nef HTS: -3; zVAD death inh: 0.0
Cc1cc(C(=O)COc2ccccc2C(N)=O)c(C)n1C1CC1 across the screens: KLK5 inh: 4; FXIa inh: 0; thrombin 1536: 3; KCC2 mod: -0.6; TNF death inh: -0.4; Rad51 HR inh: 14; FXIIa inh: 9; Hck Nef HTS: 22; zVAD death inh: 2.3

The listing continues.
SMILES,KLK5 inh,FXIa inh,thrombin 1536,KCC2 mod,TNF death inh,Rad51 HR inh,FXIIa inh,Hck Nef HTS,zVAD death inh
O=C(NN=C1c2ccccc2-c2ccccc21)c1cccc(Br)c1,1,-4,32,60*,-0.8,-3,-6,1,0.6
CC1CCOC2(O1)C(=O)N(CN1CCN(c3cccc(Cl)c3)CC1)c1ccccc12 (stereo unspecified),18,-7,-3,0.54,-0.4,-1,12,-1,-0.1
Fc1ccccc1NC(=S)N1CCN(c2ccccn2)CC1,-20,7,-5,-0.65,0.9,.,7,1,0.0
CC(=O)Nc1sc(/C(C#N)=C/c2ccc(Cl)c(Cl)c2)nc1-c1ccc(C)cc1,9,-7,-5,1.9,1.8,i,4,-3,1.4
O=C(Nn1cnnc1)c1cc2cc(Br)ccc2oc1=O,-20,5,3,-0.052,0.3,-1,17,0,0.2
Cc1ccc(CCSc2ccc(C(C)C)cc2)cn1,-6,-1,-8,-2.3,1.8,9,5,1,2.1
O=C(Nc1ccc(/C=C/c2nc3ccccc3o2)cc1)c1ccc(F)cc1,-30,-1,-2,.,-2.0,0,4,2,0.6
CCCCN1CCc2[nH]c(=S)[nH]c(=O)c2C1,-3,2,-2,0.75,-1.3,-1,11,2,0.9
CCCn1c(SCC(=O)N2CCCC(C)C2)nnc1-c1cccnc1 (stereo unspecified),0,-4,-14,.,-0.1,0,3,12,0.0
COc1cc2c(cc1OC)C(C(=O)NCCN(C)C)C(c1cccs1)N(C)C2=O (stereo unspecified),-3,-3,-9,0.97,1.7,2,4,2,-0.4
Cc1ccc(CNCc2cccnc2)s1,0,-4,0,-0.017,-0.1,-6,5,18,8.9
O=C(O)CC/C(=N/Nc1ccc([N+](=O)[O-])cc1)C(=O)O,1,-1,-4,0.3,1.1,-23,4,-2,0.5
CCc1ccc(NC(=O)c2cc(-c3ccco3)on2)cc1,14,7,-4,-0.55,-4.8,-4,7,0,-0.1
CC1CC(C)CN(S(=O)(=O)c2ccc(F)c(C(=O)Nc3ccc(Cl)cc3F)c2)C1 (stereo unspecified),-6,-1,-4,1.3,-1.3,-7,3,-20,-0.8
O=C(CSc1nc2ccccc2s1)N1c2ccccc2Sc2ccc(Cl)cc21,10,0,-7,0.93,-3.0,.,9,-1,1.8
COc1cc(Cn2c(C(=O)O)cc3sccc32)cc(OC)c1OC,-10,1,2,.,-0.7,.,19,-1,0.1
COc1cc(Cl)c(C)cc1NC(=O)COC(=O)c1cc(SC)ccc1Cl,-7,-6,-14,-0.067,0.8,-4,3,6,0.0
COc1cccc(C2NC(=S)NC(C)=C2C(=O)c2ccccc2)c1OC (stereo unspecified),6,-1,-11,-0.82,-7.4,-13,5,26,-2.6
Cc1nn(C)cc1C(C(=O)NC1CCCCC1)N(Cc1ccccc1Cl)C(=O)c1cnccn1 (stereo unspecified),3,-1,-7,-0.075,0.2,-4,7,21,4.8
CC(=O)N1CCc2cc(S(=O)(=O)NC(CC(C)C)C(=O)N3CCn4c3nc3ccccc34)ccc21 (stereo unspecified),-8,-14,-5,-0.76,-2.6,-1,0,0,-0.2
COc1ccc(/C=N/NC(=O)c2ccc3nc[nH]c3c2)c(OC)c1OC,1,2,-14,0.038,1.3,.,0,15,0.1
O=C(NCc1cccnc1)c1cn(-c2ccccc2)nc1-c1cccs1,25,-6,-9,0.56,0.0,-2,2,0,0.3
Cc1cccc(C(=O)NC(=S)NNC(=O)COc2c(C)cccc2C)c1,-69,4,-3,37*,0.5,.,6,4,-0.1
CN(C)c1ccc(/C=N/NC(=O)c2ccco2)cc1,-2,-5,-5,0.28,-2.0,-3,8,7,1.7
CC1CCc2nc3sc4c(c3c(N)c2C1)CCCC4 (stereo unspecified),-5,9,4,-0.44,5.3,.,13,23,0.0
COCCCNC(=O)CSc1ccc(Cl)cc1,6,5,-4,-0.0066,0.5,8,14,-1,-0.1
CCN1CCN(c2ccc([N+](=O)[O-])cc2C(=O)c2ccc(Cl)cc2)CC1,4,3,2,0.42,-11,-5,15,0,0.0
CNC(=S)NNC(=O)c1cccc(C(F)(F)F)c1,-19,15,5,.,-2.6,3,33,-1,0.3
COCC(=O)OCn1nnc2ccccc2c1=O,31,6,23,.,-0.1,12,15,1,0.8
COC(=O)C1=C(C)NC2=C(C(=O)CCC2)C1c1cccs1 (stereo unspecified),-8,5,-1,.,-2.3,-3,-4,9,0.1
Oc1ccc(C(=S)N2CCN(Cc3ccccc3)CC2)cc1,0,3,2,-2,0.3,-2,14,-17,-0.2
COc1cc(C(=O)Oc2ccc3c(c2)OCC3=O)cc(OC)c1OC,5,4,0,0.76,-1.0,-2,24,0,-0.2
COc1cc(NC(=S)NN2CCN(C)CC2)cc(OC)c1,-20,6,2,.,-1.7,-4,5,-2,-0.1
COC(=O)c1sc(N)c(C(=O)OC)c1COC(=O)CNS(=O)(=O)c1ccc(C)cc1,-22,4,1,1.7,2.1,-1,13,4,0.5
O=C(NC1CSC/C1=N\O)c1ccccc1 (stereo unspecified),5,-10,-4,0.0029,-2.4,0,6,1,0.3
CCCC1(C(=O)OCC)NC(c2cc(OC)c(OC)c(OC)c2)C2C(=O)N(CC)C(=O)C21 (stereo unspecified),-17,9,-2,-0.094,-1.0,.,21,6,-0.5
Cc1c(/C=N\NC(=O)C2COc3ccc(C(C)(C)C)cc3O2)c2ccccc2n1C (stereo unspecified),0,1,-3,-0.036,2.1,-8,9,-1,5.9
NC(=O)c1c(N)sc2c1CCC2,17,8,20,1,0.6,.,41*,-28,0.0
COC(=O)c1[nH]c2ccc(F)cc2c1NS(=O)(=O)c1ccc(F)c(C)c1,-10,2,-3,-0.97,1.7,.,8,-3,.
CCc1nn2cc(C(=O)c3cc(C)ccc3O)cnc2c1-c1ccc(F)cc1,-3,11,-3,0.26,1.5,5,8,5,0.5
CC(C)CCOP(=O)(c1ccc(N(C)C)cc1)C(O)c1ccccc1F (stereo unspecified),-6,1,2,-2.4,0.8,-7,16,0,0.1
Cc1cccc(N2CCN(C(=O)CSc3ccsc3[N+](=O)[O-])CC2C)c1 (stereo unspecified),-19,6,-5,0.8,1.8,4,7,11,-0.1
Cc1cc2nc(-c3ccc(SCC(=O)Nc4ccc(S(=O)(=O)NC5CC5)cc4)nc3)[nH]c2cc1C,-4,5,-5,-0.54,5.6,1,1,87*,3.3
Cc1ccc(NCc2n[nH]c(=S)n2-c2ccccc2)cc1Cl,4,1,1,20*,-0.1,1,14,32,2.9
COc1ccc(C2/C=C\CN(CC3CC3)CC(=O)N2Cc2ccc(F)cc2)cc1 (stereo unspecified),10,2,4,-3.4*,2.1,-8,8,11,-0.4
COC(=O)c1cc(OC)c(OC)cc1NC(=S)N1CCN(c2ccccn2)CC1,-9,-4,0,-1.7,0.1,16,11,18,11
COc1ccc(NC(=S)N(CCCN2CCCC2)Cc2ccco2)cc1,-21,-7,2,1.6,0.5,3,-2,-50,-0.2
CC(=O)Nc1ccc(Nc2nc3c(S(=O)(=O)c4ccc(C)c(C)c4)nnn3c3ccccc23)cc1,-4,-3,-11,-0.026,1.5,-46,6,23,1.0
Cc1cc(-n2c(C)cc(C(=S)N3CCOCC3)c2C)ccc1Br,-18,5,1,i,0.6,-4,12,3,0.0
CC1CC(Nc2ccccc2)c2ccccc2N1C(=O)c1cccnc1 (stereo unspecified),-13,6,1,.,-3.7,1,13,8,-0.5
CC(C)CC(=O)NC(C)C(c1cccs1)N1CCOCC1 (stereo unspecified),-3,-2,-9,-0.02,4.5,.,7,18,0.4
Cc1ccc(NC(=O)Cn2cnc3c(nnn3Cc3ccc(F)cc3)c2=O)cc1,-6,1,-1,0.7,0.6,5,4,-10,0.0
Cc1ccc(C(=O)c2cc([N+](=O)[O-])ccc2N2CCCCC2)cc1,-15,5,2,-0.39,-4.2,1,7,3,-0.9
COC(=O)Cc1ccc2sc(-c3ccccc3)nc2c1,-18,8,-8,-1,2.3,-3,16,4,1.3
CCOC(=O)CNC(=O)c1cc(-c2ccccn2)nc2c(C)c(Cl)ccc12,-27,-10,-1,0.64,0.2,-3,-11,-5,2.2
O=C1OC(/C=C/c2ccccc2)=NC/1=C/c1ccco1,8,15,1,-0.75,-2.8,-16,21,7,1.4

These rows are one share of the data, so the mix of outcomes need not match the whole.
